All columns: NCI-60 one-dose screen, growth in % after 48 h at 10 µM unless noted; 100 = growth as untreated, 0 = no growth, -100 = all killed.
OVCAR-5 – OVCAR-5 ovarian cancer. 82,000 tested, 2.9% active. AID 1794783
OVCAR-3 – OVCAR-3 ovarian cancer; 79,000 tested, 7% active; AID 1794787
NCI-H522 – NCI-H522 lung cancer. 78,000 tested, 8% active. AID 1794739
OVCAR-8 – OVCAR-8 ovarian cancer. 81,000 tested, 4.4% active
NCI/ADR-RES – NCI/ADR-RES ovarian cells. AID 1794790. 81,000 tested, 4.4% active
OVCAR-4 – OVCAR-4 ovarian cancer cells. 80,000 tested, 3.7% active
IGROV1 – IGROV1 ovarian cancer | 79,000 tested, 4.7% active
SK-OV-3 – SK-OV-3 ovarian cancer cells | 80,000 tested, 3.2% active | AID 1794785
NCI-H23 – NCI-H23 lung cancer. 80,000 tested, 4% active
Numbers without * were called inactive; / = no result given; & = joins results of further samples. How the source made its calls: active means growth percent below 10; inactive means the rest. The order is random (roughly 11% active in at least one column).

Compound	OVCAR-5	OVCAR-3	NCI-H522	OVCAR-8	NCI/ADR-RES	OVCAR-4	IGROV1	SK-OV-3	NCI-H23
CC12C(=O)OC(=O)C1(O)C1c3ccccc3C2c2ccccc21 (centres undefined)	112.7	108.4	108.6	101.7	110.2	98.1	/	122.2	102.8
COc1cc(/C=C/C(=O)c2cc(-c3cc(OC)c(OC)c(OC)c3)ccc2O)cc(OC)c1OC	99.9	79.7	62.4	55.2	60.4	70.6	70.0	87.1	78.8
CCOC(=O)COc1nc(C)cc(C)c1C#N	95.7	/	98.7	104.5	105.9	104.1	101.9	108.3	98.7
O=C(O)c1ccc(-c2nn(-c3ccc(C(=O)O)cc3)cc2CNc2ccc(F)cc2)cc1	102.1	101.1	84.5	95.5	99.9	93.6	108.2	99.2	98.8
Oc1ccc(N=Cc2ccccc2)cc1	103.9	7.1*	67.7	86.8	100.5	79.7	97.1	118.6	88.5
CCCCCCCCCCCCCCC(=O)c1ccccc1	112.3	108.2	99.9	101.6	116.0	112.0	106.6	116.6	98.5
O=C(Cc1ccc(CCC(=O)c2ncc[nH]2)cc1)Nc1ccccc1	88.5	93.2	92.9	98.3	94.8	91.1	80.8	113.2	90.5
Cc1ccc(S(=O)(=O)N2CCN=C2N/N=C/c2ccccc2C#N)cc1	99.9	102.2	84.8	91.6	91.1	/	83.6	105.8	95.3
N#CC1C(=O)NC(=O)C(C#N)C12CCCc1sccc12 (centres undefined)	104.7	109.6	98.8	107.3	101.8	113.2	106.5	102.5	99.2
CONc1c2ccccc2nc2ccccc12	89.3	114.1	119.0	90.0	108.6	106.0	118.4	102.2	104.2
O=C(N/N=C/c1ccc2c(c1)OCO2)C1CC1	110.9	113.3	101.0	95.4	111.9	/	102.5	106.2	109.7
O=C(Nc1ccccc1)N1CCOCC1	103.7	98.5	91.7	103.4	108.9	101.7	98.7	109.6	101.7
CCCCCCCC(=O)Nc1nc2[nH]c(CN3CCN(Cc4cccc(I)c4)CC3)c(CN3CCN(Cc4cccc(I)c4)CC3)c2c(=O)[nH]1	-66.1*	-95.8*	-58.8*	-49.6*	-51.1*	-89.8*	-74.0*	-69.8*	-24.5*
Cc1c(C(=O)NCCN2CCOCC2)cn2ncnc(Oc3ccc(NC(=O)Nc4ccc(Cl)c(C(F)(F)F)c4)cc3)c12	53.3	16.0	5.6*	33.0	82.1	31.7	39.3	30.6	13.9
Nc1cc(=O)[nH]c(SCC(=O)N2CCN(c3cc4c(cc3F)c(=O)c(C(=O)O)cn4C3CC3)CC2)n1	98.9	108.0	92.8	99.3	106.0	110.0	101.0	103.4	96.3
Nc1ccc2c(C(F)(F)F)cc(C(F)(F)F)nc2n1	114.5	106.3	90.4	105.7	107.3	100.4	113.5	103.6	105.2
O=C(Nc1ccc(C2=NCCCN2)cc1)c1ccc(NC(=O)c2ccc(C3=NCCCN3)cc2)cc1	95.3	108.1	84.3	102.2	99.1	90.2	104.4	105.6	101.0
Cc1ccc(/C=C/c2c(C(N)=O)c(C)nc3ccccc23)cc1	103.1	105.8	92.3	100.6	107.2	98.4	96.4	103.7	99.0
CC(C)NCC(O)c1ccc(O)c(O)c1 (centres undefined)	86.9&92.6&89.2	107.9&102.4&113.2	139.8&82.4	91.7&130.8&94.8	93.8&102.2&96.3	97.1&109.6&106.8	100.6&96.4	102.1&94.9&95.5	98.2&68.3&98.6
NC1=C(c2nn[nH]n2)C(c2ccccc2Cl)c2ccc3ccccc3c2O1 (centres undefined)	108.5	69.6	35.5	86.0	55.9	81.5	63.2	86.2	76.3
NC(=O)c1ccccc1NC(=O)c1ccccc1Cl	107.6	108.9	96.5	99.4	115.0	98.3	96.0	106.8	103.9
CC(=O)N1N=C(c2ccc(F)cc2)CC1c1c(C)nn(-c2ccccc2)c1N1CCOCC1 (centres undefined)	99.8	100.5	/	90.9	93.6	95.0	98.8	88.5	92.0
Cc1ccc(S(=O)(=O)N/N=C2\CC3CCC2(C)C3(C)C)cc1 (centres undefined)	83.4	102.6	63.1	88.8	212.9	103.9	/	113.8	237.0
O=C1c2ccccc2C(=O)N1c1n[nH]c2nc3ccccc3cc12	108.1	113.1	100.0	102.9	109.3	105.1	114.9	110.6	103.1
Cc1ccc(-c2ccc(SCC(=O)Nc3ccc(S(N)(=O)=O)cc3Br)nn2)cc1	42.0	-63.8*	47.2	-29.8*	65.0	19.5	45.1	101.4	27.3
O=C(CCn1cc[n+](CC(=O)c2ccc(F)cc2F)c1)Nc1cccc2cccnc12	99.9	93.0	94.0	103.0	98.5	93.3	100.0	100.7	96.3
Oc1ccc(-c2nnc3c4[nH]ccc4ncn23)cc1	113.2	106.9	81.5	99.6	/	102.1	84.0	99.7	91.5
C=CCn1cc(C2=C(c3cccc4ccccc34)C(=O)NC2=O)c2cc(Br)ccc21	101.1	77.9	76.7	83.9	80.7	90.4	88.9	62.3	76.0
COc1cc(-c2nnc(Nc3ccc(C(F)(F)F)cc3)o2)cc(OC)c1OC	102.2	98.6	70.2	104.9	103.4	91.0	99.0	99.8	90.3
CCN(CC)CCCC(C)Nc1nccc2cccc(Cl)c12 (centres undefined)	86.8	102.4	100.2	95.2	96.0	102.4	59.7	97.6	97.5

As entered above.
CCOC(=O)COc1nc(C)cc(C)c1C#N in NCI-H23: 98.7
CC12C(=O)OC(=O)C1(O)C1c3ccccc3C2c2ccccc21 (centres undefined) in OVCAR-3: 108.4
O=C(O)c1ccc(-c2nn(-c3ccc(C(=O)O)cc3)cc2CNc2ccc(F)cc2)cc1 in NCI-H522: 84.5

(cont.)
Compound	OVCAR-5	OVCAR-3	NCI-H522	OVCAR-8	NCI/ADR-RES	OVCAR-4	IGROV1	SK-OV-3	NCI-H23
COc1cc2nc(Cl)nc(Nc3cccc(C4=NN(C=O)C(c5ccc6c(c5)OCO6)C4)c3)c2cc1OC (centres undefined)	97.6	100.6	84.8	90.3	100.0	102.0	88.3	110.6	95.3
O=C(CSc1nnnn1-c1ccccc1)c1cc2cc(Cl)cc(Cl)c2oc1=O	100.3	112.9	89.5	97.9	103.1	102.4	105.1	102.3	97.5
Cc1cc(=O)n(C(=O)Nc2ccc(F)cc2)c2cc(O)ccc12	105.5	109.4	104.5	102.2	101.8	107.8	101.9	98.1	100.6
COc1cc2oc(-c3cccc(NC(=O)c4cc([N+](=O)[O-])ccc4Cl)c3)cc(=O)c2c(OC)c1OC	102.5	53.9	81.8	/	91.7	87.4	42.6	114.5	95.5
CCn1cc(C(=O)N[C@H]2C(O)[C@@H](O)C(CO)O[C@H]2O)c(=O)c2ccc(C)nc21 (some centres undefined)	106.8	116.5	102.6	108.7	113.6	118.1	113.9	114.3	108.7
COc1cc(/C=C/C(=O)CC(=O)/C=C/c2cc(I)c(O)c(OC)c2)cc(I)c1O	115.4	104.9	76.3	99.0	95.9	94.1	101.8	107.4	95.0
O=c1cc(OCCn2cc(COc3nc(NCc4ccccc4)nc(OCc4cn(CCOc5cc(=O)oc6ccccc56)nn4)n3)nn2)c2ccccc2o1	100.1	112.0	81.8	101.6	121.7	113.2	109.9	112.9	102.9
S=C(Nc1ccc(Cl)cc1)Nc1ccc(Nc2ncnc3sc4c(c23)CCN(Cc2ccccc2)C4)cc1	99.6	/	90.5	103.6	98.8	99.5	89.2	87.5	101.7
O=C1NC2C=CC=CC2/C1=C1/SC(=S)N(C2CC(=O)N(c3ccc(Br)cc3)C2=O)C1=O (centres undefined)	104.5	92.2	68.7	97.6	95.6	93.1	100.3	99.1	/
CN1CCN(c2ccc(C(=O)/C=C/c3cccc(C(F)(F)F)c3)cc2)CC1	102.0	91.2	79.0	88.0	86.3	84.2	94.9	100.9	79.8
CC(C)(N=Nc1ccc([N+](=O)[O-])cc1)[N+](=O)[O-]	91.0	61.6	68.4	82.3	56.8	66.0	49.7	103.4	99.3
COc1ccc(-c2nc3ccc(-c4nc5ccc(N6CCN(c7ccc(N)cc7)CC6)cc5[nH]4)cc3[nH]2)cc1OC	92.3	81.0	54.3	60.9	97.7	80.6	76.3	78.3	57.5
COc1ccc([C@H]2c3[nH]c4ccccc4c3C[C@H]3C(=O)N(C4CCN(Cc5c(Cl)cccc5Cl)CC4)CC(=O)N23)c(OC)c1	96.7	102.5	87.2	97.5	90.5	97.2	78.9	116.5	98.0
c1ccc2cc(C[n+]3ccn(CCCn4cc[n+](Cc5ccc6ccccc6c5)c4)c3)ccc2c1	73.3	103.8	56.6	/	104.3	100.4	83.4	90.6	77.9
O=C(OCc1ccc2c(c1)OCO2)c1cccc2ccccc12	96.1	94.5	99.8	112.2	97.3	94.5	92.7	119.2	92.6
COc1ccc(CC(C)=C(c2ccc(OCCN3CCOCC3)cc2)c2ccc(OCCN3CCOCC3)cc2)cc1	104.0	105.7	101.5	107.1	107.4	107.5	104.1	108.8	104.6
Oc1c(CN2CCC(N3CCOCC3)CC2)cc(Cc2cc(CN3CCC(N4CCOCC4)CC3)c(O)c3ncccc23)c2cccnc12	47.3	19.6	15.4	19.6	40.7	15.4	25.0	0.9*	40.8
OCc1cccc(-c2noc([C@@H]3CCCN4CCCC[C@H]34)n2)c1	103.0	117.6	89.5	101.0	106.6	99.9	/	105.7	104.7
CCSc1nnc2n(Cc3ccccc3)c(=O)c3c(C)c(C(N)=O)sc3n12	94.3	119.5	96.0	/	97.1	99.5	100.9	88.5	109.5
O=C(CNn1c(COc2ccccc2)nc2ccccc2c1=O)Nc1ccc(Cl)cc1	94.9	104.7	75.8	96.7	89.0	88.2	80.4	95.0	91.9
O=C1c2ccccc2C(=O)c2c1cc(S(=O)(=O)O)cc2[N+](=O)[O-]	89.2	110.5	80.7	108.3	104.1	102.1	102.4	86.8	97.7
Nn1c(-c2cccc(O)c2)nnc1-c1cccc(O)c1	110.3	78.1	88.8	96.1	95.9	95.9	100.7	96.5	87.9
CC(=O)Nc1nc(-c2ccc(N3CCCC(C)C3)c(NS(=O)(=O)c3cccc4c(N(C)C)cccc34)c2)cs1 (centres undefined)	97.2	/	84.0	92.1	90.9	87.2	95.3	115.1	97.2
Cc1cc2nc(C(C)(C)O)[nH]c2cc1C	92.3	101.2	102.6	90.7	94.8	/	101.5	94.9	92.5
COC(=O)[C@]1(C(C)C)N[C@H](c2cn(-c3ccccc3)nc2-c2ccccc2)[C@@H]2C(=O)N(c3ccc(C)cc3)C(=O)[C@@H]21	101.0	95.4	91.5	/	104.7	110.4	114.4	97.8	99.2
Cn1cc(-c2nonc2-c2c[nH]c3ccccc23)c2cc(Br)ccc21	49.0	33.5	7.0*	45.0	29.3	49.6	43.0	49.8	52.9
NCC(=O)NCC(=O)NC(Cc1ccccc1)C(=O)O (centres undefined)	102.2	113.3	/	96.9	/	105.1	118.1	104.2	113.4
CC(C)CCNc1ncnc2c1cnn2C	99.4	103.9	93.4	109.5	101.0	96.3	104.2	108.0	101.0
CN(C)c1nc(-c2cccs2)n2nc(-c3cccs3)cc2n1	88.5	94.3	88.8	95.3	93.5	80.6	94.2	96.7	88.7
c1ccc(Cc2[nH]nc(-c3n[nH]c(Cc4ccccc4)c3-c3ccccc3)c2-c2ccccc2)cc1	107.3	108.7	98.9	109.1	102.0	106.1	98.3	107.8	97.0

Laid out differently: entries from further up
O=c1cc(OCCn2cc(COc3nc(NCc4ccccc4)nc(OCc4cn(CCOc5cc(=O)oc6ccccc56)nn4)n3)nn2)c2ccccc2o1
  OVCAR-5: 100.1	OVCAR-3: 112.0	NCI-H522: 81.8	OVCAR-8: 101.6	NCI/ADR-RES: 121.7	OVCAR-4: 113.2	IGROV1: 109.9	SK-OV-3: 112.9	NCI-H23: 102.9

S=C(Nc1ccc(Cl)cc1)Nc1ccc(Nc2ncnc3sc4c(c23)CCN(Cc2ccccc2)C4)cc1
  OVCAR-5: 99.6	OVCAR-3: /	NCI-H522: 90.5	OVCAR-8: 103.6	NCI/ADR-RES: 98.8	OVCAR-4: 99.5	IGROV1: 89.2	SK-OV-3: 87.5	NCI-H23: 101.7

O=C1NC2C=CC=CC2/C1=C1/SC(=S)N(C2CC(=O)N(c3ccc(Br)cc3)C2=O)C1=O (centres undefined)
  OVCAR-5: 104.5	OVCAR-3: 92.2	NCI-H522: 68.7	OVCAR-8: 97.6	NCI/ADR-RES: 95.6	OVCAR-4: 93.1	IGROV1: 100.3	SK-OV-3: 99.1	NCI-H23: /

CN1CCN(c2ccc(C(=O)/C=C/c3cccc(C(F)(F)F)c3)cc2)CC1
  OVCAR-5: 102.0	OVCAR-3: 91.2	NCI-H522: 79.0	OVCAR-8: 88.0	NCI/ADR-RES: 86.3	OVCAR-4: 84.2	IGROV1: 94.9	SK-OV-3: 100.9	NCI-H23: 79.8

(listing goes on)
Compound	OVCAR-5	OVCAR-3	NCI-H522	OVCAR-8	NCI/ADR-RES	OVCAR-4	IGROV1	SK-OV-3	NCI-H23
O=C1NN(C(=O)c2ccc(O)cc2)C(c2ccccc2)=N/C1=C\c1cn(-c2ccccc2)nc1-c1ccccc1	94.0	111.5	85.0	97.2	99.7	95.3	91.5	92.6	98.3
O=[N+]([O-])c1ccc(NC(c2ccccc2)c2ccc3cccnc3c2O)cc1 (centres undefined)	58.9	30.7	17.9	17.0	11.7	22.2	10.9	34.9	32.0
COc1cc(/C=C/C(=O)c2ccc(Cl)cc2)ccc1Oc1nc(Nc2ccc(F)cc2)nc(N(C)C)n1	101.2	80.1	77.4	80.8	67.5	68.9	105.5	101.0	70.5
COc1cc(NN=C(c2ccc(O)cc2)c2ccc(O)cc2)c([N+](=O)[O-])cc1[N+](=O)[O-]	24.1	60.9	-49.9*	-31.7*	8.4*	88.9	/	5.8*	5.6*

Screens: PubChem BioAssay, NCI
